GluA2 TARP mod = modulates AMPAR-stargazin complexes | AID 1259245 | actives 3.5% (n = 40,000) | HEK293 GluA2+stargazin, membrane potential dye (FDSS), glutamate EC50; hits were called plate by plate, in both directions | calls only at 30 µM | O88602+P19491;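 active = any of four per-well response measures lying three or more SD from its plate-wide compound average, in either direction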
Target sequence (O88602 whole entry, looked up): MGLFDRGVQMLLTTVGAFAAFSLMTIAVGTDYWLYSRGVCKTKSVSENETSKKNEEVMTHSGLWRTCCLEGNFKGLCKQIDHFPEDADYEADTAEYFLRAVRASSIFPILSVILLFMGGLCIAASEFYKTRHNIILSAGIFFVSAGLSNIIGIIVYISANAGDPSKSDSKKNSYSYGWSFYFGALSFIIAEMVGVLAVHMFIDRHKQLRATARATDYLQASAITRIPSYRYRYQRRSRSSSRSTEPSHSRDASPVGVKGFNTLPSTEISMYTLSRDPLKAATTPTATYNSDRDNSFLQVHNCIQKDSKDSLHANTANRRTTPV
Target sequence (P19491 whole entry, looked up): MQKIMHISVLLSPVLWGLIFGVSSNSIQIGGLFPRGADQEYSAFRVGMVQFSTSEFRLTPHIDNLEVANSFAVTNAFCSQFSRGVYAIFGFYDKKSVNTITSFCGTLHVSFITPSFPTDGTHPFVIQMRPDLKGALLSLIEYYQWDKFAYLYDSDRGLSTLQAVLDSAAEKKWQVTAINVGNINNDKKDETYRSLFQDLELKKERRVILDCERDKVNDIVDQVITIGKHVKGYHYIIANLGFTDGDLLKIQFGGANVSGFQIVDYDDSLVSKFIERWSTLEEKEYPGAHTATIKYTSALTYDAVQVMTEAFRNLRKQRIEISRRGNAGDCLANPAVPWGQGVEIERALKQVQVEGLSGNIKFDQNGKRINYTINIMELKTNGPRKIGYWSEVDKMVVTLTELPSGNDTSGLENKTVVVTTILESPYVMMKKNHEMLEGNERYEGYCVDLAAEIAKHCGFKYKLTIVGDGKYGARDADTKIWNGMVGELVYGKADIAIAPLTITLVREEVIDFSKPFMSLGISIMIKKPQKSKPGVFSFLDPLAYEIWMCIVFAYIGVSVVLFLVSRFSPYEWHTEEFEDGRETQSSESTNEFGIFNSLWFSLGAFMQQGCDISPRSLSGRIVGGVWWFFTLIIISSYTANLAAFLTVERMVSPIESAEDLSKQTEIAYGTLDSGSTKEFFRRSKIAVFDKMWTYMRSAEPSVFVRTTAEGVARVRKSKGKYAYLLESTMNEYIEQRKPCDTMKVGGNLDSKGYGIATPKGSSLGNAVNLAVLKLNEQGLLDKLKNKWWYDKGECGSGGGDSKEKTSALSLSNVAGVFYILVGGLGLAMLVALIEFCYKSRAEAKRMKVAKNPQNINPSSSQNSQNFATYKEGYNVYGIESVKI
GluA2 TARP mod agonism max-min = further read-out of GluA2 TARP mod, marked with its call; compound max-min signal; compound-alone response (agonism);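 unitless range of fluorescence divided by baseline over first 100 seconds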
GluA2 TARP mod glutamate slope = recorded beside GluA2 TARP mod, whose call it bears; glutamate slope, % of max; measured here: glutamate response slope, % max;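 scaled per plate between vehicle wells and maximal 1 mM glutamate control wells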
Starred values were filed as active, the others as inactive; i = inactive; + = active, no number.

smiles,GluA2 TARP mod,GluA2 TARP mod agonism max-min,GluA2 TARP mod glutamate slope
O=C(NCc1cccs1)N1CCC(c2cccs2)CC1,i,0.13,71
Cc1cc(C)c(NC(=O)C(=O)NCC2CCN(Cc3ccccc3)CC2)c(C)c1,i,0.062,53
CCN(c1cccc(C)c1)S(=O)(=O)c1ccc(O)c(C(=O)O)c1,i,0.032,62
Cn1c(=O)[nH]c(=O)c2c1nc(SCCCO)n2CCCOc1ccccc1,i,0.12,56
COc1cc(NCCNC(=O)Nc2cc(OC)c(OC)c(OC)c2)nc(OC)n1,i,0.12,52
CCCC(CCC)C(=O)Nn1cnc2c(cnn2-c2ccccc2)c1=O,i,0.048,45
CCOC(=O)c1oc2ccccc2c1NC(=O)CCCS(=O)(=O)c1ccc(OC)cc1,i,0.11,47
COc1ccc(CCNC(=O)CS(=O)(=O)c2cccs2)cc1OC,i,0.087,50
Cn1c(C(F)(F)F)nn(CCNC(=O)c2ccco2)c1=O,i,0.11,59
CC(C)(C)C(=O)Nc1sc(SCC(N)=O)nc1-c1ccccc1,i,0.082,41
CC1=C(C(=O)OC(C)C)C(c2ccc(Cl)cc2Cl)NC(=O)N1 (stereo not given),i,0.11,69
O=C(/C=C/c1ccco1)N1CCN(c2ccc(-c3cccnc3)nn2)CC1,i,0.042,29
CCC(=O)NCCn1nc(-c2ccccn2)n(C)c1=O,i,0.14,79
O=C(NCCOc1ccc2nnc(-c3ccccc3Cl)n2n1)Nc1ccccc1F,i,0.11,62
CCOc1ccccc1C(=O)Nc1ccc(-n2c(C)nc3ncccc3c2=O)cc1,i,0.079,6
Cc1nnc2ccc(N3CCN(S(=O)(=O)/C=C/c4ccccc4)CC3)nn12,i,0.16,48
Cc1ccc(-c2ccc(=O)n(CC(=O)N3CCCC3)n2)cc1,i,0.049,41
COc1ccc(S(=O)(=O)CCCC(=O)N2CCN(c3nc4c(Cl)cccc4s3)CC2)cc1,i,0.068,56
O=C(Nc1cccc(N2CCCCC2=O)c1)c1cc(Br)ccc1Cl,i,0.099,56
CC(=O)N1CCN(c2ccnc3c2c(=O)n(CC(=O)N2CCOCC2)c(=O)n3C)CC1,i,0.092,74
CC(C)c1nc2ccccc2n1CCOc1ccc(Cl)cc1,i,0.065,51
Cc1c(Cl)cccc1NC(=O)Cc1csc(NC(=O)c2ccc[nH]c2=O)n1,i,0.063,31
CCCS(=O)(=O)N1CCCc2ccc(NS(=O)(=O)c3cc(C)ccc3OCC)cc21,i,0.097,56
COc1ccc(NC(=O)C(=O)NCC2CCN(C(C)C)CC2)c(OC)c1,i,0.1,63
Cc1cc(C)c(S(=O)(=O)N2CCN(CCO)CC2)c(C)c1,i,0.069,51
COc1ccc(CCC(=O)Nc2ccc3c(c2)N(S(=O)(=O)c2ccc(C)cc2)CCC3)cc1,i,0.068,63
c1cnc(OC2CCNCC2)nc1,i,0.029,48
CCOC(=O)C1CCCN(CC(O)COc2ccc3ccccc3c2)C1 (stereo not given),i,0.054,57
COc1ccc(-n2nnc(C(=O)OCc3cccc(OC)c3)c2C)cc1,i,0.06,63
COc1cc(OC)cc(C(=O)NCC(O)(c2ccccc2)C2CC2)c1 (stereo not given),i,0.089,57
CCCOc1ccc(/C=C/C(=O)Nc2ccc(C)cc2)cc1,i,0.044,42
CC1CCCN(S(=O)(=O)c2ccc(-c3nc(C#N)c(NCCCN(C)C)o3)cc2)C1 (stereo not given),i,0.2,73
COc1ccc(S(=O)(=O)NCCCN2CCN(c3ccccc3)CC2)cc1C,i,0.048,46
COc1ccc(S(=O)(=O)N2CCCc3cc(NC(=O)NCc4ccccc4)ccc32)cc1,i,0.095,15
Cc1ccc(NC(=O)CCc2ccc(C)o2)c(Br)c1,i,0.078,61
CC(C)OC(=O)Cn1nc2ccc(S(=O)(=O)N3CCOCC3)cn2c1=O,i,0.091,58
CC(C)Oc1ccc(C(=O)NCC2CCN(S(C)(=O)=O)CC2)cc1,i,0.069,39
COc1ccc(OC)c(-c2ccc(=O)n(Cc3ccc([N+](=O)[O-])cc3)n2)c1,+,0.086*,121*
COc1ccc(-c2c(C)oc3cc(OCC(=O)NN)ccc3c2=O)cc1OC,i,0.16,75
COc1cc(OC)c(NC(=O)Cn2cnc3c(-c4ccccc4)csc3c2=O)cc1Cl,i,0.12,41
COc1ccc(-c2cc(C(=O)Nc3ccc(F)cc3F)c3ccccc3n2)c(OC)c1,i,0.083,13
CCCc1c(C(=O)Nc2nccs2)nnn1-c1ccc(OC)cc1,i,0.1,60
CCC(CO)NC(=O)C(=O)Nc1cc([N+](=O)[O-])ccc1C (stereo not given),i,0.13,61
O=C(N=C1SC2CS(=O)(=O)CC2N1c1ccccc1)c1cccc([N+](=O)[O-])c1 (stereo not given),i,0.07,45
Cc1nc(-n2cccc2)sc1C(=O)NCc1ccccc1C(F)(F)F,i,0.086,60
COc1ccccc1C(=O)NCCNc1ccc(C)nn1,i,0.13,55
N#Cc1cccc(C(=O)Nc2ccc(-n3nnn(CC(N)=O)c3=O)cc2)c1,i,0.13,67
Cc1nc(N2CCC(C(N)=O)CC2)nc(NCc2ccccc2)c1[N+](=O)[O-],i,0.17,61
CS(=O)(=O)Oc1ccc2c(c1)O/C(=C\c1cccc([N+](=O)[O-])c1)C2=O,i,0.08,62
CC(C)c1nnc(C2CCN(S(=O)(=O)c3ccc4c(c3)CCCC4)CC2)o1,+,0.065*,39*

Next part
smiles,GluA2 TARP mod,GluA2 TARP mod agonism max-min,GluA2 TARP mod glutamate slope
C=CCOC(=O)C1=C(C)NC(=O)NC1c1ccc(Cl)cc1 (stereo not given),i,0.13,53
COc1cc(CSc2nnc(-c3cn(C)nc3OC)n2C)cc(OC)c1,i,0.09,65
NC(=O)c1ccsc1NC(=O)CCCS(=O)(=O)c1ccccc1,i,0.11,69
c1ccc(OCCn2c(CN3CCCCC3)nc3ccccc32)cc1,i,0.11,49
COc1ccccc1CCNC(=O)C1CN(c2nc3c(C(F)(F)F)cccc3s2)C1,i,0.088,60
Cc1ccc2nc3c(cc(C(=O)NCC4COc5ccccc5O4)n3C)c(=O)n2c1 (stereo not given),i,0.12,65
Cc1ccc(-c2ccc(=O)n(CCCNS(=O)(=O)c3c(C)cc(C)cc3C)n2)cc1,+,0.061*,87*
OC(CNc1cccc(Cl)c1)CN1c2ccccc2Sc2ccccc21 (stereo not given),i,0.096,36
Cn1nc(-c2ccc(F)cc2)cc1C(=O)NCCCC(=O)Nc1cccc2cccnc12,i,0.094,59
Cc1ccc(NC(=O)Nc2cccc(-c3ccc(N4CCOCC4)nn3)c2)cc1,i,0.086,46
CCCCN(C1CCS(=O)(=O)C1)S(=O)(=O)c1ccc(F)cc1 (stereo not given),i,0.063,57
Cc1nc(-c2ccc(N3CCN(C(=O)Nc4cccc(Cl)c4)CC3)nc2)no1,i,0.13,59
COc1ccccc1NC(=O)Nc1ccc(N2CCCS2(=O)=O)cc1,i,0.14,53
CC(C)(C)NC(=O)N1CCC(CNC(=O)CN2C(=O)CCC2=O)CC1,i,0.099,55
CC1CCCCC1NS(=O)(=O)c1cccc2nsnc12 (stereo not given),i,0.11,61
CC(C)(C)c1ccc(NC(=O)N2c3ccccc3CC2C(N)=O)cc1 (stereo not given),i,0.071,50
O=C(NCC1(O)CCc2ccccc21)C(=O)Nc1cccc(C(F)(F)F)c1 (stereo not given),i,0.11,52
CC(C)Sc1cccc(C(=O)Nc2nnc(-c3ccnn3C(C)C)o2)c1,i,0.097,46
O=S(=O)(NC1CCCC(O)C1)c1ccc(OC(F)(F)F)cc1 (stereo not given),i,0.15,90
COc1ccc(Cl)cc1C(=O)Nc1ccc(N2CCCC2=O)cc1,i,0.15,54
CCCN(CCC)S(=O)(=O)CCNC(=O)c1ccc(OC)cc1,i,0.085,39
Cc1cc(OCC(O)Cn2c(C3CC(=O)N(C(C)(C)C)C3)nc3ccccc32)cc(C)c1Cl (stereo not given),i,0.12,56
O=C(NCC1CCN(c2ncccn2)CC1)c1cnc2ccccc2n1,i,0.11,62
O=C(NCCN1CCC(c2cccs2)CC1)c1ccccc1F,i,0.061,58
Cc1ccc(C)c(-c2nnc(NC(=O)c3ccno3)o2)c1,i,0.087,45
O=C(c1ccc2c(=O)n(Cc3ccccc3Cl)c(=S)[nH]c2c1)N1CCN(c2ccccc2)CC1,i,0.11,65
O=C(Cc1cc(-c2ccc3c(c2)OCO3)on1)NCCc1c[nH]c2ccccc12,i,0.053,27
CCCOc1cn(-c2ccc(F)cc2)nc1C(=O)Nc1ccc(NC(C)=O)cc1,i,0.075,32
CC(=O)Nc1cccc(NC(=O)C(=O)NCC(C)O)c1 (stereo not given),i,0.12,58
O=C(NCCN1CCC(c2cccs2)CC1)C(=O)Nc1ccc2c(c1)OCO2,i,0.13,55

Full records, looked up by structure.
`CCCOc1cn(-c2ccc(F)cc2)nc1C(=O)Nc1ccc(NC(C)=O)cc1` is entered as GluA2 TARP mod = i; GluA2 TARP mod agonism max-min = 0.075; GluA2 TARP mod glutamate slope = 32
`O=C(NCC1CCN(c2ncccn2)CC1)c1cnc2ccccc2n1` is entered as GluA2 TARP mod = i; GluA2 TARP mod agonism max-min = 0.11; GluA2 TARP mod glutamate slope = 62

Later entries:
smiles,GluA2 TARP mod,GluA2 TARP mod agonism max-min,GluA2 TARP mod glutamate slope
O=C(CCCS(=O)(=O)c1ccc(F)cc1)Nc1cccc(-c2nc3ccccc3[nH]2)c1,i,0.097,63
COc1ccc(C2C(C(=O)Nc3ccccc3)C(C)Nc3ncnn32)cc1OC (stereo not given),i,0.12,63
CSc1ccccc1NC(=O)C(=O)NCC1CCN(C(=O)c2cccnc2)CC1,i,0.074,65
Cn1nc(-c2ccc(NS(=O)(=O)c3ccc4ccccc4c3)cc2)ccc1=O,i,0.061,55
Cc1ccc(CNC(=O)Cn2c(C)cc(C)c(S(=O)(=O)c3ccc(C)c(C)c3)c2=O)cc1,i,0.059,46
O=C(c1ccc(=O)n(Cc2ccccc2F)c1)N1CCc2ccccc21,i,0.047,55
O=C(Nc1ccc(Oc2ccccc2)cc1)C(=O)Nc1ccc([N+](=O)[O-])cc1,i,0.12,53
COc1ccc(S(=O)(=O)CCC(=O)Nc2nc3c(C)c(Cl)ccc3s2)cc1,i,0.083,67
O=C1C2C3C=CC(C3)C2C(=O)N1c1cccc(N2C(=O)C3C4C=CC(C4)C3C2=O)c1 (stereo not given),i,0.11,60
CC(Oc1ccccc1)C(=O)N1CCN(CCNC(=O)c2ccsc2)CC1 (stereo not given),i,0.078,69

Individual results from the results shown.
For GluA2 TARP mod glutamate slope, O=C(Nc1ccc(Oc2ccccc2)cc1)C(=O)Nc1ccc([N+](=O)[O-])cc1 reads 53
For GluA2 TARP mod glutamate slope, COc1ccc(S(=O)(=O)CCC(=O)Nc2nc3c(C)c(Cl)ccc3s2)cc1 reads 67
For GluA2 TARP mod glutamate slope, CSc1ccccc1NC(=O)C(=O)NCC1CCN(C(=O)c2cccnc2)CC1 reads 65

The listing continues.
smiles,GluA2 TARP mod,GluA2 TARP mod agonism max-min,GluA2 TARP mod glutamate slope
CCc1ccc(NC(=O)CN2CCN(c3nccn3-c3ccccc3F)CC2)cc1,i,0.036,32
CCOc1ccc(OCCNC(=O)c2cc(OC)cc(OC)c2)cc1,i,0.13,48
O=C(NCc1cccs1)NCC(c1ccco1)N1CCOCC1 (stereo not given),i,0.13,57
COc1ccc(Cl)cc1NC(=O)c1ccc(=O)n(Cc2ccc(Cl)cc2)c1,i,0.093,62
COc1cc(OC)cc(C(=O)NCC(c2cccn2C)N2CCCC2)c1 (stereo not given),i,0.15,66
COc1ccc(-n2nc3c(c2NC(=O)C(=O)NCCO)CS(=O)(=O)C3)cc1,i,0.12,68
Cc1ccccc1NC(=O)N1CCC(Cn2c(C(F)(F)F)nc3ccccc32)CC1,i,0.074,56
Cc1ccc(NC(=O)Cn2cc(-c3nc(-c4cccc(F)c4)no3)c(=O)c3ccc(C)nc32)cc1,i,0.037,35
O=C(CSc1ccc(NC(=O)c2ccco2)nn1)OCc1ccccc1,i,0.081,46
Cn1c(C(F)(F)F)nn(CCNC(=O)c2cc(-c3ccco3)[nH]n2)c1=O,i,0.11,56

Of the compounds above, 2 contain bromine.
smiles,GluA2 TARP mod,GluA2 TARP mod agonism max-min,GluA2 TARP mod glutamate slope
O=C(Nc1cccc(N2CCCCC2=O)c1)c1cc(Br)ccc1Cl,i,0.099,56
Cc1ccc(NC(=O)CCc2ccc(C)o2)c(Br)c1,i,0.078,61

A different layout for some results above.
> COc1ccc(-n2nc3c(c2NC(=O)C(=O)NCCO)CS(=O)(=O)C3)cc1
  GluA2 TARP mod = i | GluA2 TARP mod agonism max-min = 0.12 | GluA2 TARP mod glutamate slope = 68

> CCc1ccc(NC(=O)CN2CCN(c3nccn3-c3ccccc3F)CC2)cc1
  GluA2 TARP mod = i | GluA2 TARP mod agonism max-min = 0.036 | GluA2 TARP mod glutamate slope = 32

The results go on:
smiles,GluA2 TARP mod,GluA2 TARP mod agonism max-min,GluA2 TARP mod glutamate slope
COc1ccc(CCNC(=O)CSc2ncnc3c2nnn3C)cc1OC,i,0.032,41
CCOc1cc(C(=O)Nc2ccc(N3CCCCC3=O)cc2)cc(OCC)c1OCC,i,0.1,46
O=C(c1ccco1)N1CCN(C(=O)C2CCCCC2)CC1,i,0.084,35
CCc1nnsc1C(=O)Nc1cc(OC)ccc1OC,i,0.15,64
COc1ccc(S(=O)(=O)N2CCN(c3ccc(C)c(C)c3)CC2)cc1,i,0.08,61
CCCCNc1nc2ccccc2nc1NS(=O)(=O)c1ccc(OC)cc1,i,0.17,50
COCCNC(=O)C(=O)Nc1c2c(nn1-c1cccc(Cl)c1)CS(=O)(=O)C2,i,0.033,88
CC(C)c1nnc(C2CCN(CC(=O)NCc3ccccc3)CC2)o1,i,0.085,58
Nc1c(C(=O)N2CCCC2)nsc1C(=O)NCc1cccc(C(F)(F)F)c1,i,0.1,64
CC(C)(c1ccccc1)c1ccc(OCC(=O)O)cc1,i,0.089,65

High-throughput results: PubChem BioAssay, Vanderbilt High Throughput Screening Facility

An excerpt (hit frequency here may not be typical).
